S-ASM inh: blocks human secretory acid sphingomyelinase; 340,000 tested, 0.006% active; placental ASM, HMU-PC fluorogenic substrate, 60 min; P17405; Potency, µM (highest dose often 57.5 µM), without a hit: at the highest dose activity change, negative = inhibition, most hits filed as inhibitors; also: potency is read from the fitted curve at half-maximal effect
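Fluorogenic HMU-PC substrate (9 uM final) is turned over by placental ASM in 60 min at 37 C after a 10 min compound preincubation. Reaction ended by alkaline stop (pH 10), with fluorescence read at 386/447 nm.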
PTAP TSG101 blk: blocks PTAP/TSG101 interaction to inhibit HIV-1 budding; Fluorescence polarization, FITC-PTAP peptide / Tsg101 binding; Potency, µM (series often up to 115 µM), without a hit: at the highest dose activity change, negative = inhibition, hits mostly inhibitors; 340,000 tested, under 10 active; AID 493005; active = well fitted inhibition curve with a large enough effect in the main read-out, with a control signal flat, not every such curve was filed as active; inconclusive = small, poorly fitted or top-dose-only effect, or effect the other way, or a change in a side signal; inactive = no such curve, though single readings can be large or run the other way; also: potency is read from the fitted curve at half-maximal effect; % of control where 0% means no effect
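Fluorescence anisotropy tracks displacement of a FITC-tagged PTAP peptide (50 nM) from the Tsg101 binding domain (10 uM), following a 20 min room-temperature incubation at pH 7.5.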
AT treatment: potential ataxia-telangiectasia treatments restoring KAP-1 phosphorylation | AID 485349 | Potency, µM (titrated, usually from 57.5 µM), inactives show top-dose activation, hits mostly activators | 320,000 tested, 0.19% active | […] A-T fibroblasts, KAP-1 phosphorylation AlphaLISA; neocarzinostatin DNA damage 30 min before lysis; also: potency is read from the fitted curve at half-maximal effect; % of control where 0% means no effect; nearly all actives have a fitted effect of over 45% in size
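ATM-like activity read as KAP-1 phosphorylation via AlphaLISA donor/acceptor antibody pairs after lysis and 6 hr at 25C. Cells were ATM-null patient fibroblasts ([…], hTERT), dosed 60 min, then exposed to the DSB inducer NCS for 30 min.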
TSHR antagonist: antagonists of human thyroid stimulating hormone receptor. P16473. TSHR-expressing cells, TSH-stimulated cAMP HTRF, 2 h; active compounds read low. activity change, negative = inhibition, % at 11.5 µM. 330,000 tested, 0.2% active. AID 504810;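 active = activity change below a set negative limit, meaning inhibition stronger than a set level, cut at about -70% in these data; inconclusive = activity change between two set negative limits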; also: % is scaled to controls: 0 for no effect and ±100 for the full control effect
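Read-out is FRET at 665 nm (cryptate excitation 337 nm) from a cryptate-tagged anti-cAMP antibody, competed by cell cAMP against cAMP-d2. Compounds are tested on freshly harvested TSHR cells challenged with 4nM TSH (EC80) for 2 hours at 37 deg C.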
TCR act: activators of T cell receptors; primary human leukocytes, anti-CD3, IL-2 HTRF, 48 h; Potency, µM (top dose mostly 9.22 µM), for inactives: at the highest dose activation of IL-2 secretion, actives largely listed as activators; 330,000 tested, under 10 active; also: % of control where 0% means no effect
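Primary human leukocytes incubated 48 hr with anti-CD3 beads plus compound, without co-stimulation. Secreted IL-2 measured by HTRF (europium cryptate/d2 anti-IL-2 pair, 320 nm excitation, 665 nm emission).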
ELG1 DNA repair: inhibitors of ELG1-dependent DNA repair in HEK293T cells; HEK293T ELG1-luciferase reporter, luminescence, 16 h; DNA damage induced by 5-fluorouridine; Potency, µM (highest dose often 46.1 µM), for inactives: top-dose activity change, negative = inhibition, hits mostly inhibitors; 330,000 tested, 2.3% active; also: potency is read from the fitted curve at half-maximal effect; % is scaled to controls: 0 for no effect and ±100 for the full control effect; nearly all actives have a fitted effect of over 55% in size
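Quantitative HTS, concentration-response format. 2,000 cells/well co-treated with 5-fluorouridine and compound, 16 hr in 5% CO2 at 37 °C; ONE-Glo luminescence read after 30 min.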
Mito fusion act: inhibitors of mitochondrial division or activators of mitochondrial fusion. S. cerevisiae fusion-defective mutant growth rescue, CellTiterGlo 48 h. Potency, µM (doses to about 46.1 µM), for inactives: at the top dose growth rescue (activation), most hits filed as activators. 320,000 tested, 0.23% active;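 also: potency is read from the fitted curve at half-maximal effect; % of control where 0% means no effect; nearly all actives have a fitted effect of over 45% in size; temperature-sensitive fusion mutants such as fzo1-1 at 37 °C on non-fermentable ethanol glycerol medium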
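Read-out: ATP-based luminescence (CellTiterGlo, 10 min ambient) reporting growth of fusion-defective ts yeast after 48 hours at 37C on glycerol/ethanol YPEG medium in the presence of compound.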
Chronic BCR inh: chronic active BCR signaling inhibition; ABC-DLBCL IkBa-CBG/CBR reporter, luminescence ratio, 4 h; Potency, µM (titrated, usually from 46.1 µM), for inactives: at the highest dose ratio change, negative = lower green/red ratio, usual class: inhibitors; 340,000 tested, 0.05% active; AID 493014; active = well fitted inhibition curve with a large enough effect in the signal ratio, with a control signal flat, not every such curve was filed as active; inconclusive = small, poorly fitted or top-dose-only effect, or effect the other way, or a change in a side signal; the % refers to the signal ratio;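 also: potency is read from the fitted curve at half-maximal effect; plate controls were basal doxycycline-induced cells for no effect and cells given 10 µM MG132 for full effect; MG132 reads +100%, hits lower the ratio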
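Doxycycline induced both beetle luciferases in TMD8 lymphoma cells; IKK-driven degradation limits the IkappaBalpha-fused green signal, while red luminescence normalises for cell number and nonspecific effects. Compounds tested up to 46 uM, 4 hrs.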
Integrin act MD: integrin-mediated muscular dystrophy alleviation activation; alpha7betagal myoblasts, beta-gal FDG fluorescence, 48 h; Potency, µM (series often up to 38.3 µM), inactives show top-dose activation, hits mostly activators; 350,000 tested, 0.064% active; AID 624291;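 also: potency is read from the fitted curve at half-maximal effect; 100% = response of the positive control SU9516; nearly all actives have a fitted effect of over 60% in size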
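alpha7betagal+/- myoblasts (passage 13, 250/well) treated 48 h at 37C with compounds at 1:260 dilution of DMSO stock. Lysed, then beta-galactosidase activity read as FDG fluorescence (ex 480/em 540) after 30 min, with pre-read for autofluorescence.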
Tb PFK inh: inhibitors of T. brucei phosphofructokinase; AID 485367; 330,000 tested, 0.17% active; T. brucei PFK, ADP-Glo luminescence; O15648; Potency, µM (doses to about 57.5 µM), for inactives: at the top dose activity, negative = inhibition, actives largely listed as inhibitors;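 also: potency is read from the fitted curve at half-maximal effect; 0% = uninhibited 1x PFK enzyme wells and -100% = no-enzyme wells; nearly all actives have a fitted effect of over 60% in size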
Target sequence (O15648 whole entry, looked up): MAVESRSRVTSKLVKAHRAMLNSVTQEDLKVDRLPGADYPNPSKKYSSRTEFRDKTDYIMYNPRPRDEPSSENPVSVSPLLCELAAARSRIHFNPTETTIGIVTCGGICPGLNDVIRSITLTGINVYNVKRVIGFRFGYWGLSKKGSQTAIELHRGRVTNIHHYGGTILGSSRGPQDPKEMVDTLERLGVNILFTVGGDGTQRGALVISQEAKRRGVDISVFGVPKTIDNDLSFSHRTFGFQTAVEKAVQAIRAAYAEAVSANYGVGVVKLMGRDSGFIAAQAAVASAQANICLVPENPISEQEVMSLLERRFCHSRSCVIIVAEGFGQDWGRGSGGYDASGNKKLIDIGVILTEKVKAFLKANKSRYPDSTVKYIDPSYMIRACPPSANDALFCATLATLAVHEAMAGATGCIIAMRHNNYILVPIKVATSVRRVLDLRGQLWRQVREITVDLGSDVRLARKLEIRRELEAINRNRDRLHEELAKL
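Compounds were pin-transferred as a titration series up to 57 uM into substrate buffer (0.5 mM F6P, 0.1 mM ATP, pH 8.0), then 1.25 nM PFK was added and reactions ran 45 min before ADP-Glo detection.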
Eya2 inh: inhibitors of human Eya2 phosphatase activity | AID 488837 | 330,000 tested, 0.006% active | recombinant Eya2, OMFP fluorescence dephosphorylation (OMFP is methylfluorescein phosphate) | Potency, µM (doses to about 76.9 µM), inactives show top-dose activity, negative = inhibition, most hits filed as inhibitors; also: potency is read from the fitted curve at half-maximal effect; % is scaled to controls: 0 for no effect and ±100 for the full control effect
Target sequence (O00167 whole entry, looked up): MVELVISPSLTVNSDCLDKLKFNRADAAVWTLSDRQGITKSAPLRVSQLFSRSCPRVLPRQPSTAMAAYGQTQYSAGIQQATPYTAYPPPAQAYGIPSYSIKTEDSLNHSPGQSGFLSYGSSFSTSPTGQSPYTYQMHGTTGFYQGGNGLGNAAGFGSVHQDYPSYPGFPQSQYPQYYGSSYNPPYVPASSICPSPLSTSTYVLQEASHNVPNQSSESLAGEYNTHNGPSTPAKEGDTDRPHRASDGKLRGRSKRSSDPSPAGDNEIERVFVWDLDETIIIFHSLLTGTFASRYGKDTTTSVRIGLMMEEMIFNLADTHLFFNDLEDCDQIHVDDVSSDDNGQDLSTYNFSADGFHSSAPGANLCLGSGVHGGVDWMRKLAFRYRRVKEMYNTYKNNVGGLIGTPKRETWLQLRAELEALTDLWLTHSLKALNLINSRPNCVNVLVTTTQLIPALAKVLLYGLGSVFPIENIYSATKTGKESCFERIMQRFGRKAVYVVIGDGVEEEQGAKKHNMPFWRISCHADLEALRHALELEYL
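Eya2 (0.2 uM) preincubated 10 min at ambient with compound, then OMFP substrate added at 50 uM; 10 min reaction in 50 mM HEPES pH 7.5, 50 mM NaCl, 5 uM MgCl2, 0.05% BSA, 1 mM DTT. Fluorescence read at Ex 485/Em 525 nm.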
Active calls of the source: *; ? = inconclusive; . = not tested or not shown; [ ] = dose if it differs, or a comment. Unless noted, calls follow the shape of the dose curve; as a rule, active = well fitted curve in the direction sought with a large enough effect; inconclusive = small, poorly fitted or top-dose-only effect, or another doubt; inactive = no such curve, though single readings can be large; an effect the other way counts as inactive or inconclusive.

Compound	S-ASM inh	PTAP TSG101 blk	AT treatment	TSHR antagonist	TCR act	ELG1 DNA repair	Mito fusion act	Chronic BCR inh	Integrin act MD	Tb PFK inh	Eya2 inh
CC(C)OC(=O)c1cccnc1N1CCN(c2ccc(F)cc2)CC1	-1.7%	-2.8%	1.7%	-16.3	5.5%	-0.5%	3.4%	0.1%	30.8%	0.3%	6.5%
CCOC(=O)C1(Cc2cccc(OC)c2)CCN(C2CCOCC2)CC1	0.6%	-7.5%	11.6%	-7.1	-1.5%	?	16.6%	?	-25.7%	-0.6%	-4.6%
CCC(=O)N1CCc2cc(S(=O)(=O)NC(C(=O)NC(C)c3ccccc3)C(C)C)ccc21 (centres undefined)	1.4%	-13.0%	3.8%	7.9	3.3%	8.6%	-1.2%	-5.7%	-10.8%	-0.1%	4.8%
CCC(NC(=O)c1ccc2nc(Cc3ccc(OC)cc3)oc2c1)c1ccncc1 (centres undefined)	1.6%	-0.2%	8.8%	-25.5	-4.1%	?	-4.4%	-3.1%	-72.8%[inhibitor]	-0.1%	-20.5%
CC1CCN(C(=O)c2ccc(S(=O)(=O)Cc3cc(F)ccc3F)c([N+](=O)[O-])c2)CC1	-3.7%	-5.3%	10.4%	7.4	-8.2%[46.1 µM]	?	9.8%	?	-34.7%	-3.7%	1.9%
Nc1nnc(SCC(=O)Nc2cc(C(F)(F)F)ccc2N2CCOCC2)s1	-1.2%	-1.2%	19.1%	7.5	.	5.2%	?	?	-18.6%[7.66 µM]	-9.2%	3.4%
O=C1Nc2ccc(C(F)(F)F)cc2N2CCCC12 (centres undefined)	.	.	-5.3%	-5.2	.	-5.3%	-24.2%	8.6%	.	1.4%	8.5%
COCCNC(=O)c1onc(CSc2cccc(OC)c2)c1C(=O)NCCOC	6.0%	-4.5%	-12.5%	-3.2	14.0%	-9.5%	-6.8%	-5.4%	0.2%	0.3%	-6.3%
CC(C)Cc1nnc(NC(=O)c2cc(-c3ccncc3)nc3ccccc23)s1	-1.3%	2.4%	0.1%	-6.5	-4.6%	?	6.5%	?	?	0.6%	-3.9%
CC(CCc1ccccc1)NC(=O)C(=O)N1CCOCC1 (centres undefined)	-0.2%	-2.1%	0.6%	1.4	1.2%	-1.6%	2.6%	-0.4%	22.1%	-4.5%	-7.6%
COc1ccc(NC(=O)Nc2cccs2)cc1OC	-1.1%	-6.0%	-0.7%	-6.3	.	?	-1.2%	?	-19.3%	0.4%	1.6%
COc1cccc(Nc2nnc(SCn3nnc4ccccc4c3=O)s2)c1	-2.3%	-3.3%	8.9%	-11.0	0.0%	-28.5%	4.0%	-0.4%	-24.6%	2.4%	-9.6%
O=C(OCc1nnc(-c2ccccc2)o1)C1CC(=O)N(CCc2ccccc2)C1 (centres undefined)	3.8%	-7.7%	0.4%	-6.9	1.1%	?	-0.8%	4.1%	-10.9%	-8.0%	15.1%
O=C(CCC(=O)N/N=C/c1ccc(Br)s1)NCc1ccccc1	1.5%	1.4%	9.0%	-1.2	-0.3%[46.1 µM]	-3.6%	-2.6%	-2.5%	14.9%	10.3%	0.7%
Cc1nc2cc3ccccc3cc2n1C	10.1%	0.0%	-0.8%	5.4	6.5%[46.1 µM]	?	-4.5%	5.1%	10.7%	-5.7%	4.8%
Cc1ccc2[nH]c(C(F)(F)F)cc(=O)c2c1	3.4%	-3.7%	-2.0%	4.2	6.4%	?	-6.7%	?	32.8%	2.1%	4.8%
CCc1ccc(NC(=O)CNC(=O)Cn2ccc3ccccc3c2=O)cc1	-4.8%	0.3%	2.8%	-1.2	-4.4%	15.3%	-7.1%	5.0%	?	2.9%	-1.6%
N#Cc1ccc(OCC(=O)n2cc(C(=O)c3cc(Cl)cc(Cl)c3O)cn2)cc1	-6.6%	-3.1%	-1.4%	-1.8	-0.1%	-12.6%	7.2%	3.7%	8.9%	0.1%	-2.1%
O=C(c1cc2c(ccc3ccccc32)oc1=O)N1CCCC1	.	0.1%	3.7%	8.3	1.2%	4.1%	-1.4%	-1.5%	-4.5%	-6.1%	0.9%
COc1ccccc1S(=O)Cc1ccc(C(=O)O)o1 (centres undefined)	4.6%	-7.2%	-4.5%	12.2	-2.5%	-1.5%	-1.7%	0.0%	-11.8%	-3.6%	-21.7%
Cc1ccc(CN(C(=O)c2csnn2)C(C(=O)NC2CCCC2)c2ccccn2)cc1 (centres undefined)	-0.6%	-0.2%	4.9%	2.5	2.7%	11.3%	-0.1%	0.0%	-15.8%	-3.8%	-3.9%
O=C(Nc1nnc(COc2ccc(F)cc2)s1)Nc1ccccc1F	-1.7%	-1.0%	?	-3.2	-4.7%	2.9%	0.6%	2.8%	21.1%	-0.3%	9.0%
O=C1C(=O)c2ccccc2C([O-])=C1[n+]1ccccc1	-2.2%	-5.6%	-2.5%	3.4	3.1%	18.3µM*	1.1%	1.7%	-14.4%	0.5%	12.3%
CC(CCc1ccccc1)NC(=O)COC(=O)c1ccc(NC(N)=O)cc1 (centres undefined)	-4.3%	-1.2%	-10.0%	-3.9	6.4%	-1.8%	0.9%	-11.6%	-20.6%	0.0%	3.9%
O=C(Nc1ccc(S(=O)(=O)Nc2ncccn2)cc1)c1ccc(F)c(S(=O)(=O)N2CCOCC2)c1	4.0%	-0.1%	28.2µM*	0.0	-0.2%	-6.8%	-4.6%	-4.4%	2.7%	3.0%	16.8%
C=C(C)CN(CC)c1ccc(N2C(=O)CCCC2=O)cc1[N+](=O)[O-]	-5.7%	-2.2%	1.5%	-19.9	0.7%	3.0%	-5.8%	-0.2%	-12.3%	3.2%	-1.2%
CC1=CC2=NC(=O)/C(=C\c3ccc(-c4cccc(Cl)c4)o3)C(=N)N2O1	14.4%	5.6%	0.1%	-17.2	4.8%	?	-1.6%	1.4%	-11.5%	0.1%	-0.5%
O=C(Cn1c2ccccc2c(=O)c2ccccc21)N/N=C/c1ccc(N2CCCC2)c([N+](=O)[O-])c1	.	-2.2%	2.8%	-6.2	1.4%[46.1 µM]	4.0%	-4.0%	-4.8%	3.4%	7.4%	3.5%
COc1ccccc1-n1nnnc1SCc1ccccc1	0.5%	-1.6%	4.3%	-11.7	0.5%	4.0%	2.6%	-0.3%	9.1%	-0.1%	11.1%
COc1ccc(/C=C(\C#N)c2n[nH]c(Cn3cncn3)n2)cc1	5.7%	-8.7%	4.5%	2.4	-0.8%	15.0%	0.1%	-0.5%	3.7%	-2.4%	12.5%
N=c1c(C(=O)NCc2ccc3c(c2)OCO3)cc2c(=O)n3ccccc3nc2n1CC1CCCO1 (centres undefined)	121.5%[activator]	0.2%	-4.0%	-0.9	0.3%	-1.0%	-4.8%	13.3%	?	1.3%	20.0%
CC(=O)c1ccc(NC(=O)c2cc(-c3cccs3)on2)cc1	10.1%	0.1%	-4.0%	3.3	-1.4%	?	0.0%	-8.2%	15.2%	-6.8%	5.0%
O=C(N/N=C/C(Br)=C/c1ccccc1)NC1CCCCC1	-14.8%	0.6%	9.1%	-14.0	-2.9%	?	-38.7%[inhibitor]	?	-45.0%[inhibitor]	4.0%	3.1%
COc1cccc(NC(=O)CSc2nc(=O)n(CCN(C)C)c3c2CCCC3)c1	1.8%	-0.4%	-10.3%	-3.8	0.5%	2.8%	-3.0%	1.7%	-14.8%	-2.4%	-3.7%
O=C(Oc1ccccc1-c1csnn1)c1cccs1	-1.0%	-3.9%	0.4%	-11.8	3.8%	-22.5%	3.4%	0.0%	12.7%	-2.7%	-26.0%
Cc1ccc(C(=O)Nc2ccc(N3CCOCC3)nc2N2CCOCC2)cc1	0.6%	-2.1%	-1.7%	2.6	4.0%	-15.3%	4.2%	7.2%	14.1%	0.2%	6.2%

Source: PubChem
